Compound activity: PubChem BioAssay, National Center for Advancing Translational Sciences (NCATS)
Shiga inhibitor = inhibitors of Shiga toxin in Vero cells | Vero cells, Shiga toxin protein synthesis inhibition reporter | inhibition, % at 38.7 µM | actives 9.2% (n = 290,000) | AID 2315; in the data active means inhibition mostly above about 28%, no sharp cut-off; inactive means mostly below about 43%; further: 0% is about no effect
LmPK inhibitor = inhibitors of Leishmania mexicana pyruvate kinase. actives 0.37% (n = 290,000). purified LmPK, Kinase-Glo ATP luminescence, 1 h. Q27686. AID 1721. Potency, µM (titrated, usually from 57.5 µM), without a hit: top-dose activity change, negative = inhibition, actives largely listed as inhibitors; further: potency means the concentration at half of the fitted maximal effect; on the % scale 0 is the no-effect control and ±100 the full control effect
Target sequence (Q27686 whole entry, looked up): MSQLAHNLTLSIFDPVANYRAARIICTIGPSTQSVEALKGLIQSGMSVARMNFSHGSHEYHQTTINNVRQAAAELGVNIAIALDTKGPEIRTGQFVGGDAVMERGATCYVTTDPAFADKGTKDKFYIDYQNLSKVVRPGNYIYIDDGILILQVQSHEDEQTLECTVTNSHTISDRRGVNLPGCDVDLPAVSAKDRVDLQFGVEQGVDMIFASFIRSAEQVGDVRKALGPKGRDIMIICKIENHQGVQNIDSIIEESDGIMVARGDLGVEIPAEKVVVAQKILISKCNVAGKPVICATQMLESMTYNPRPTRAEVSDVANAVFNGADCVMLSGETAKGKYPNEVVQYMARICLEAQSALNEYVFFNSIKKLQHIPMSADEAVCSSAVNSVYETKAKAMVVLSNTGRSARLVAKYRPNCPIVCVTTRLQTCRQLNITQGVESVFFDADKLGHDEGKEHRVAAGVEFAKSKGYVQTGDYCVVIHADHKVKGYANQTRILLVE
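Screened at intermediate enzyme activity to detect both inhibitors and activators: LmPK at 0.1 nM, with a 0.5 nM enzyme column as activation reference. PEP 0.5 mM, ADP 0.1 mM; ATP detected by luminescence after 1 h.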
TbPYK inhibitor = T. brucei pyruvate kinase inhibition. TbPYK enzyme, Kinase-Glo Plus ATP luminescence, 45 min. Potency, µM (series often up to 76.8 µM), inactives show top-dose activity, negative = inhibition, hits mostly inhibitors. actives 0.12% (n = 410,000). AID 624173; further: potency means the concentration at half of the fitted maximal effect; on the % scale 0 is the no-effect control and ±100 the full control effect; nearly all actives have a fitted effect of over 50% in size
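Enzyme and substrate buffer are dispensed first and compound is pin-transferred. ADP at 130 uM final then starts the reaction, which runs 45 min at room temperature. Detection reagent is added for 10 min before luminescence is imaged.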
Pf growth 96h = P. falciparum growth inhibition at 96 hours; P. falciparum luciferase reporter growth, 96 h; Potency, µM (series often up to 28.7 µM), for the others: at the highest dose activity change, negative = inhibition, usual class: inhibitors; actives 6.9% (n = 320,000); AID 504834; further: potency means the concentration at half of the fitted maximal effect; on the % scale 0 is the no-effect control and ±100 the full control effect
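Parasite growth measured via integrated firefly luciferase reporter in P. falciparum. Infected erythrocytes at 2% hematocrit, 0.05% parasitemia final were treated 96 hours at 37 C under 5% CO2, and luminescence was read.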
Cycloheximide cs = affects cycloheximide protein synthesis inhibition readout, counter-screen. cell reporter, cycloheximide protein synthesis inhibition counterscreen. max response, %. actives 12% (n = 300,000); in the data active means max response mostly above about 13%, no sharp cut-off; inactive means mostly below about 14%; further: read at 38.3 µM for the half of the compounds with a filed dose; 0% is about no effect
AMA1-RON2 inh = disrupts binding of P. falciparum AMA1 to RON2 | AlphaScreen AMA1-biotinylated RON2 peptide binding | Potency, µM (titrated, usually from 58.2 µM), for the others: at the top dose activity change, negative = inhibition, usual class: inhibitors | actives 0.2% (n = 360,000) | AID 720542;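 further: potency means the concentration at half of the fitted maximal effect; 0% = vehicle wells and -100% = peptide control; nearly all actives have a fitted effect of over 45% in size; some results filed as inactive show a strong effect at the top dose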
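AMA1 (3D7) with his tag at 25 nM final met compounds first, then biotinylated RON2 peptide at 25 nM; detection used donor plus acceptor beads, 10 µg/mL apiece, read by AlphaScreen after 30 min at room temperature.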
Pf growth 48h = P. falciparum growth inhibition at 48 hours (one generation); P. falciparum luciferase growth in erythrocytes, 48 h; Potency, µM (doses to about 28.7 µM), for inactives: at the top dose activity change, negative = inhibition, usual class: inhibitors; actives 5.9% (n = 310,000); further: potency means the concentration at half of the fitted maximal effect; on the % scale 0 is the no-effect control and ±100 the full control effect
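Compounds are pin-transferred into medium, infected erythrocytes (2% hematocrit, 0.1% parasitemia final) are added, and plates sit one parasite generation at 37 C in 5% CO2. Detection reagent is then added and luminescence measured.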
The depositor's hits bear a star; ? = inconclusive; · = no result given; [ ] = another dose, or the depositor's remark. Unless noted, the call rests on the fitted dose curve; in most records, active means well fitted curve in the direction sought with a large enough effect; inconclusive means small, poorly fitted or top-dose-only effect, or another doubt; inactive means no such curve, though single readings can be large; an effect the other way counts as inactive or inconclusive. This is a random part of the collection. Share with any hit: about 21%.

smiles,Shiga inhibitor,LmPK inhibitor,TbPYK inhibitor,Pf growth 96h,Cycloheximide cs,AMA1-RON2 inh,Pf growth 48h
CCCN1CCN(C(=O)c2cc(COc3ccc(F)c(F)c3)on2)CC1,40*,-2%,10%,0%,29*,-11%,20%
Cc1c(Cl)c(C(F)(F)F)nn1CC(=O)NN,-2,-1%,0%,-14%,2,-4%,12%
COCCn1c(CN2CCN(c3ccc(F)cc3)CC2)nc2c1c(=O)n(C)c(=O)n2C,-3,-4%,·,-8%,-3,·,0%
CC1(C)CC(=O)c2c(nn(-c3ccccc3)c2N)C1,-14,4%,-3%,-20%,-1,2%,-9%
COc1ccc(N(C(=O)/C=C/c2ccccc2)C2=CC3CCC(C2)N3C)cc1 (centres undefined),-22,2%,4%,-33%,-2,-6%,?
Cc1ccc(Cn2ncc3c(NCCCN(C)C)ncnc32)cc1,2,-3%,5%,20%,-2,0%,35%[activator]
COc1ccc(N=Cc2nc(-c3ccccc3)oc2OC(C)=O)cc1,14,2%,1%,51%[activator],-1,5%,34%[activator]
CC(=NCCCN1CCOCC1)c1c(O)n(Cc2ccccc2)c(=O)[nH]c1=O,-12,-2%,-2%,?,-1,3%,-10%
Cc1cc(=O)n2nc(N3CCC(C(=O)NCc4cccc(Cl)c4)CC3)sc2n1,2,-3%,-1%,-19%,-7,17%,?
CSc1cccc(NC(=S)N(CCCN2CCCC2)Cc2cccn2Cc2ccc(Cl)cc2)c1,-19,-12%,-10%,-18%,-6,?,?
Oc1ccc(CNc2ccccc2)c2cccnc12,2,26%,2%,38%[activator],-2,-74%,?
O=c1[nH]c(=O)n(Cc2ccc(F)cc2)c(O)c1C=NCCN1CCCCC1,-22,-1%,-11%,-41%,-3,16%,-9%
CCCOc1ccc2cc(C(=O)NCc3ccccc3)c(=O)oc2c1,4,1%,0%,-5%,6,15%,-12%
c1ccc2c(c1)N1CCN=C1N2CCN1CCCCC1,7,0%,1%,8%,-5,-10%,?
CCCCC(=O)Nc1ccc2c(c1)nc(CCN1CCOCC1)n2C,58,-2%,-12%,?,-2,4%,9%
COC(=O)c1ccc(-n2cnc(Cl)n2)c(F)c1,11,-6%,-6%,46%[activator],8,26%,32%
CSCCOC(=O)C1=C(C)NC(=O)CC1c1ccccc1Cl (centres undefined),-15,5%,-4%,?,-7,-8%,?
O=C(c1ccco1)N1N=C(c2cccs2)CC1c1ccc(F)cc1 (centres undefined),6,1%,·,0.83µM*,2,9%,·
Cc1nc2cc3c(cc2s1)OCO3,13,5%,-9%,36%[activator],-3,-16%,10%
Cc1ccc(C)c(N2CCN(C(=O)c3ccc4nc(N5CCOCC5)sc4c3)CC2)c1,2,2%,0%,62%[activator],4,-5%,?
C#CCOCCOCCOCCNc1nc(N2CCN(C(=O)[C@H](CCCCN)n3cc([C@@H](N)CO)nn3)CC2)nc(N2CCN(C(=O)[C@H](Cc3cc4ccccc4[nH]3)n3cc([C@@H](N)CO)nn3)CC2)n1,16,-5%,·,38%[activator],-2,·,-16%
CS(=O)(=O)N1CCN(C/C=C/c2ccccc2)CC1,-24,1%,-2%,?,5,0%,-30%
COc1cccc(-n2c(SCC(=O)Nc3nccs3)nnc2-c2ccoc2C)c1,14,-1%,0%,145%[activator],7,-2%,8.3µM*
COc1ccc(CNC(=O)C(c2ccncc2)N(C(=O)Cc2cccs2)c2ccccc2C)cc1 (centres undefined),1,-1%,-4%,7%,-3,-12%,?
COc1cccc(/C=N/NC(=O)CCc2c(C)n[nH]c2C)c1O,7,1%,-6%,46%[activator],1,100%[activator],?
CCCCc1nnc(SCC(=O)NC2CCCCC2)n1C,7,-7%,5%,84%[activator],-1,2%,?
O=c1c2c(-c3ccccc3)csc2ncn1/N=C/c1ccc(O)c([N+](=O)[O-])c1,-10,3%,-4%,?,-1,1%,?
C(=C\c1ccccc1)/C=N/Nc1ccc2nncn2n1,-1,1%,2%,19%,-1,2%,?
COc1cc(/C=C2/NC(=O)NC2=O)ccc1OCC(=O)Nc1ccc(F)cc1,-6,0%,-2%,6%,-1,-9%,18%
C=CCc1ccc(OCCOc2ccc(/C=N/n3cnnc3)cc2OCC)c(OC)c1,-13,3%,-2%,·,7,-11%,-2%
Cn1cc([N+](=O)[O-])c(C(=O)N2CCN(Cc3ccc4c(c3)OCO4)CC2)n1,20,-4%,0%,-3%,-1,12%,18%
COc1ccc(OC)c(NC(=O)CCCN2C(=S)NC(C)(C)CC2C)c1 (centres undefined),-5,-1%,2%,?,-3,-5%,10%
COc1ccc(NC(=O)c2c(NC(=O)CNCc3ccco3)sc3c2CCC3)c(OC)c1,-6,6%,-2%,-22%,-3,-1%,?
CCn1cc(C(c2ccccc2)C(C(C)=O)[N+](=O)[O-])c2ccccc21 (centres undefined),5,-1%,1%,?,-1,?,?
COc1ccc(-c2csc(Nc3cccnc3)n2)cc1,99*,3%,-3%,-5%,52*,-19%,0%
Fc1ccccc1NC(=S)N1CCOCC1,-6,-6%,-1%,46%[activator],10,-1%,-3%
O=C(CN(Cc1ccccc1)C(=O)CNS(=O)(=O)c1ccccc1)NCc1ccco1,-9,-3%,1%,28%,-1,18%,0%
CN(c1ccc(C(=O)Nc2ccccc2C(F)(F)F)cc1)S(C)(=O)=O,41*,0%,12%,?,20,-8%,83%[activator]
Cc1ccc(NC(=O)c2ccc(NCCN)c([N+](=O)[O-])c2)cc1,33*,0%,2%,?,20*,-6%,?
CC1(C)CC(=O)C2=C(C1)c1c(ccc3ccccc13)NC2c1ccco1 (centres undefined),33,10%,3%,·,16,-11%,?

Two entries from above, as labelled records:
COc1cc(/C=C2/NC(=O)NC2=O)ccc1OCC(=O)Nc1ccc(F)cc1
- Shiga inhibitor: -6
- LmPK inhibitor: 0%
- TbPYK inhibitor: -2%
- Pf growth 96h: 6%
- Cycloheximide cs: -1
- AMA1-RON2 inh: -9%
- Pf growth 48h: 18%
C=CCc1ccc(OCCOc2ccc(/C=N/n3cnnc3)cc2OCC)c(OC)c1
- Shiga inhibitor: -13
- LmPK inhibitor: 3%
- TbPYK inhibitor: -2%
- Pf growth 96h: ·
- Cycloheximide cs: 7
- AMA1-RON2 inh: -11%
- Pf growth 48h: -2%

(listing goes on)
smiles,Shiga inhibitor,LmPK inhibitor,TbPYK inhibitor,Pf growth 96h,Cycloheximide cs,AMA1-RON2 inh,Pf growth 48h
COc1ccc(Cn2cccc(NC(=O)Nc3cccc(C#N)c3)c2=O)cc1,-9,10%,-1%,52%[activator],-3,6%,-8%
CCc1ccccc1Nc1nc(N)nc(COC(=O)CCS(=O)(=O)c2ccccc2)n1,·,·,-7%,12%,·,-3%,2%
OCC1(Cc2ccccc2)CCN(Cc2ccccn2)CC1,-7,-1%,-3%,8%,-1,99%[activator],-7%
Clc1cccc(-c2ccnc3nc(-n4cccc4)nn23)c1,18,5%,-21%,-46%,-3,-10%,0%
CCOC(=O)c1ccc2c(c1)nc(-c1ccccn1)n2CC,107*,-1%,0%,140%[activator],61*,27%,39%[activator]
CC(=O)C1CCC2C3CCC4CC(O)CCC4(C)C3CCC12C (centres undefined),·,·,-10%,-11%,·,-3%,?
N#Cc1cnc(SCC(=O)c2ccccc2)nc1N,18,6%,-8%,·,11,4%,10µM*
COc1ccc(CNc2ncc(-c3ccc(Br)cc3)n2C)cc1OC,-7,0%,-10%,13µM*,-2,?,?
N#C/C(=C\c1cc([N+](=O)[O-])ccc1Cl)C(N)=O,18,-3%,0%,15%,2,4%,19%
C[C@H]1CCC(=O)N([C@H](CN=[N+]=[N-])Cc2ccccc2)CC1,11,2%,-4%,?,3,5%,0%
O=C(NCc1ccccc1)c1cccc(COc2ccc(Cl)cc2)c1,200*,0%,1%,375%[activator],130*,44%[activator],138%[activator]
COc1cc(C(=O)Nc2cc(Cl)ccc2-n2cncn2)ccc1OC(F)F,·,·,2%,3%,·,2%,12%
CN1CCN(NC(=S)NC(C)(C)CC(C)(C)C)CC1,-9,2%,3%,9%,-6,1%,-29%
COCCN(Cc1cn(C)nc1-c1ccccc1F)C(C)C,-9,0%,-6%,9.3µM*,-2,3%,60%
CCC(=O)N1CCN(c2ccccc2NC(=O)c2ccc(-c3cccc([N+](=O)[O-])c3)o2)CC1,-10,-5%,-12%,5%,10,-9%,8.3µM*
Cc1ccccc1CSc1nnc(-c2cccs2)n1Cc1ccco1,-17,2%,3%,-15%,7,-16%,27%

For convenience, some entries already given.
smiles,Shiga inhibitor,LmPK inhibitor,TbPYK inhibitor,Pf growth 96h,Cycloheximide cs,AMA1-RON2 inh,Pf growth 48h
CC(=NCCCN1CCOCC1)c1c(O)n(Cc2ccccc2)c(=O)[nH]c1=O,-12,-2%,-2%,?,-1,3%,-10%
Cc1cc(=O)n2nc(N3CCC(C(=O)NCc4cccc(Cl)c4)CC3)sc2n1,2,-3%,-1%,-19%,-7,17%,?
CSc1cccc(NC(=S)N(CCCN2CCCC2)Cc2cccn2Cc2ccc(Cl)cc2)c1,-19,-12%,-10%,-18%,-6,?,?

(continued)
smiles,Shiga inhibitor,LmPK inhibitor,TbPYK inhibitor,Pf growth 96h,Cycloheximide cs,AMA1-RON2 inh,Pf growth 48h
Cc1ccc2c(Cl)cc(Cl)c(OCC(=O)NC(=O)NCc3ccco3)c2n1,10,4%,-1%,?,-3,-7%,2.3µM*
O=C(COC(=O)C1CCN(c2ccc(C(F)(F)F)cn2)CC1)NCc1cccc(Cl)c1,·,·,0%,-2%,·,9%,?
Cn1cc(CCC(=O)NCc2ccc3c(c2)OCO3)c2ccccc21,-11,5%,4%,?,-2,-9%,·
O=C(N/N=C/c1ccoc1)c1ccc(Cl)cc1Cl,69*,3%,-1%,?,28*,35%[activator],6%
CCOC(=O)c1cn(CC)c2cc(N3CCSCC3)c(F)cc2c1=O,2,-9%,-1%,-2%,-5,1%,0.93µM*
Cc1ccc(-c2csc3ncnc(N4CCN(C(=O)c5ccccc5)CC4)c23)cc1,-17,3%,0%,·,1,-1%,8.3µM*
CC(NCCN(C)C)C(=O)C12CC3CC(CC(C3)C1)C2 (centres undefined),22,2%,3%,5.9µM*,1,33%[activator],?

Reprinted at random: five entries already listed, in no set order.
smiles,Shiga inhibitor,LmPK inhibitor,TbPYK inhibitor,Pf growth 96h,Cycloheximide cs,AMA1-RON2 inh,Pf growth 48h
CC(NCCN(C)C)C(=O)C12CC3CC(CC(C3)C1)C2 (centres undefined),22,2%,3%,5.9µM*,1,33%[activator],?
Cc1ccc2c(Cl)cc(Cl)c(OCC(=O)NC(=O)NCc3ccco3)c2n1,10,4%,-1%,?,-3,-7%,2.3µM*
O=C(N/N=C/c1ccoc1)c1ccc(Cl)cc1Cl,69*,3%,-1%,?,28*,35%[activator],6%
O=C(COC(=O)C1CCN(c2ccc(C(F)(F)F)cn2)CC1)NCc1cccc(Cl)c1,·,·,0%,-2%,·,9%,?
CCOC(=O)c1cn(CC)c2cc(N3CCSCC3)c(F)cc2c1=O,2,-9%,-1%,-2%,-5,1%,0.93µM*
